PKA-R1A act – activates the PKA-R1A holoenzyme complex | PKA-R1A dissociation, Cy5-IP20 fluorescence polarization; scaled: DMSO 0%, 113 µM cGMP 100% | activation, % at 11.4 µM | 0.083% of 340,000 active;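 active means percent activation above the mean of all tested compounds plus 3 SD, cut at about 19% in these data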;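 further: higher means more PKAc released from R1A so a rise in polarization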
CDK5 inh – CDK5/p35 (human) kinase inhibition; Q00535+Q15078; Recombinant CDK5/p35, ADP-Glo luminescence, 60 min; inhibition, % at 10 µM; 0.01% of 330,000 active; AID 488839;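 active means highest replicate inhibition of at least 50% and at least 75% of replicates reaching 50%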;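 further: plate controls were DMSO neutral control for no effect and GW8510 at 10 µM for full effect; many of its hits are not listed in these tables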
phage Ecoli inh – E. coli growth loss with phage present. growth absorbance. inhibition, % at 11.9 µM. 0.26% of 360,000 active; in the data active means inhibition above about 11%
HTR5A ag – activates human HTR5A in OPRM1-OPRD1 agonist counter-screen | AID 504692 | HTR5A agonist assay, luminescence, cell-based | 0.61% of 340,000 active | activation, % at 9.3 µM | P47898; in the data active means activation mostly above about 9.5%, no sharp cut-off; inactive means mostly below about 7.6%;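 further: 0% = cells with vehicle only and 100% = reference agonist; strong numbers were not always called active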
Target sequence (P47898 whole entry, looked up): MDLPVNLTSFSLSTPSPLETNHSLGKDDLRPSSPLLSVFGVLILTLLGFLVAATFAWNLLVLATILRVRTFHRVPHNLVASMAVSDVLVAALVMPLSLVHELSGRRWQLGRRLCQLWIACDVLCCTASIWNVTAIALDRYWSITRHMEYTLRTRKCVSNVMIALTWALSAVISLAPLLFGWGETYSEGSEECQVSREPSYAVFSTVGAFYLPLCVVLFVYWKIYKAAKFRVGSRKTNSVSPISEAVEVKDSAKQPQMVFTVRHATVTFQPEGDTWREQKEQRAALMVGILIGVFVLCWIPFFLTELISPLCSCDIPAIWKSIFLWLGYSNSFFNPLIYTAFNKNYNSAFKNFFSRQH
SUMO Mot1 rescue – inhibitors of SUMOylation pathway: yeast Mot1-301 growth rescue. S. cerevisiae Mot1-301 growth rescue, ATP luminescence, 38.5C; percent above DMSO median, 100 means doubled. growth rescue, % at 18.8 µM. 1% of 320,000 active;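 active means every valid replicate shows activation above 250% relative to neutral control wells; inactive means the rest, any valid replicate at or below 250%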;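 further: OY570 slx delta 5 strain wells were the positive control but not used for scaling; some compounds called inactive have numbers as strong as hits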
AddAB inh – less growth of phage-infected E. coli with AddAB; E. coli expressing H. pylori AddAB, absorbance growth; inhibition, % at 11.9 µM; 0.29% of 330,000 active; AID 435030; in the data active means inhibition above about 12%;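 further: 0% = vehicle wells of infected cells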
PKA-R2B act – activates the human PKA-R2B holoenzyme complex; PKA-R2B holoenzyme dissociation, Cy5-IP20 fluorescence polarization; R2B truncated from residue 108, S112A mutant; 0% DMSO only, 100% 113 µM cGMP; AID 504700; P22694+P31323; 0.079% of 340,000 active; activation, % at 11.4 µM;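 active means activation above a cutoff set at the mean over all compounds plus 3 SD, cut at about 18% in these data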;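 further: higher means more holoenzyme dissociation and a rise in polarization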
Target sequence (P31323 whole entry, looked up, other chains not shown, the tested form may be a part): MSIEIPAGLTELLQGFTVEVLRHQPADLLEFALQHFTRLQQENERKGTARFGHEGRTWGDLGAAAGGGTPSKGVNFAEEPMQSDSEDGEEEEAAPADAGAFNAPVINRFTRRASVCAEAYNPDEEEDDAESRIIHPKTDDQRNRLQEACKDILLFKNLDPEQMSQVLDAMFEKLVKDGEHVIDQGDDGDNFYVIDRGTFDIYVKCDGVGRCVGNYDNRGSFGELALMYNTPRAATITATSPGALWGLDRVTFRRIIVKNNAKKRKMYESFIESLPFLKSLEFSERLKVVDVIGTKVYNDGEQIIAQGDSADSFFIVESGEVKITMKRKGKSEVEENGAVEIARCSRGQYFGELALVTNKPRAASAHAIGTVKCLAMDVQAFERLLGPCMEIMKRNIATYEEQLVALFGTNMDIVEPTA
Tat transport – E. coli Tat transport inhibition. E. coli MC4100 TorA-mCherry Tat export, fluorescence. AID 488895. 0.036% of 340,000 active. inhibition, % at 10 µM;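 active means mean replicate inhibition at least 50% and at least half of replicates individually reaching 50%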;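 further: exported cargo escapes ClpAP degradation while cytoplasmic cargo is degraded and loses fluorescence; 0% = median of neutral control wells and 100% = median of NaSCN control wells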
HTR5A inv ag – inverse agonist of human HTR5A in OPRM1-OPRD1 counter-screen | P47898 | HTR5A cell line, luminescence, inverse agonism | inhibition, % at 9.3 µM | 0.083% of 340,000 active; in the data active means inhibition mostly above about 23%, no sharp cut-off; inactive means mostly below about 18%;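 further: 0% = cells with DMSO and 100% = no-cell wells with DMSO; some compounds called inactive have numbers as strong as hits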
DAGLB inhibitor – blocks human DAGLB lipase activity; Q8NCG7; HEK293T DAGLB membrane lysate, EnzChek fluorogenic substrate; inhibition, % at 5.17 µM; 0.059% of 340,000 active; in the data active means inhibition above about 34%;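 further: 0% = enzyme with vehicle and 100% = wells lacking enzyme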
Ecoli viability – bacterial growth inhibition, counter-screen for AddAB inhibitors. E. coli V3065 growth, OD600 absorbance, 18 h. inhibition, % at 11.9 µM. 0.27% of 330,000 active. AID 449728;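 active means inhibition above the campaign's mean inhibition across all tested compounds plus 3 SD, cut at about 9.9% in these data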;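 further: uninfected addAB+ strain grown without phage in ampicillin broth; 0% = DMSO wells and 100% = ciprofloxacin 0.95 µg/ml wells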
An asterisk follows results filed as active. No enrichment for hits (roughly 2.3% active in at least one column).

COC(=O)C1CCN(C(=O)CN(C)Cc2ccc(C(C)(C)C)cc2)CC1 was read as PKA-R1A act -5, CDK5 inh -1.2, phage Ecoli inh -0.1, HTR5A ag 1, SUMO Mot1 rescue 57, AddAB inh 3.3, PKA-R2B act 14, Tat transport 7, HTR5A inv ag -2, DAGLB inhibitor -1 and Ecoli viability 0.6.
For CCOC(OCC)P(=O)(C(C)C)C(C)C the results were PKA-R1A act -8, CDK5 inh 0.1, phage Ecoli inh 0.8, HTR5A ag 0, SUMO Mot1 rescue -7, AddAB inh 3.0, PKA-R2B act -2, Tat transport -8, HTR5A inv ag 3, DAGLB inhibitor -2 and Ecoli viability -1.5.
COc1ccc(N2C(=O)C(Cl)=C(N3CCOCC3)C2=O)cc1 was read as PKA-R1A act 12, CDK5 inh 1.7, phage Ecoli inh 1.8, HTR5A ag 1, SUMO Mot1 rescue 175, AddAB inh 6.0, PKA-R2B act 1, Tat transport 2, HTR5A inv ag -3, DAGLB inhibitor 1 and Ecoli viability 1.6.
For COc1ccc(-c2[nH]ncc2/C=N/NC(=O)c2cccc([N+](=O)[O-])c2)cc1OC the results were PKA-R1A act 2, CDK5 inh 5.3, phage Ecoli inh 2.8, HTR5A ag 1, SUMO Mot1 rescue -6, AddAB inh 0.2, PKA-R2B act -5, Tat transport -3, HTR5A inv ag -3, DAGLB inhibitor 4 and Ecoli viability 3.9.
Screening COc1ccc(NC(=O)CSc2nc3[nH]ncc3c(=O)[nH]2)c(OC)c1 returned PKA-R1A act 0, CDK5 inh 1.2, phage Ecoli inh 0.8, HTR5A ag 5, SUMO Mot1 rescue 219, AddAB inh 2.4, PKA-R2B act 4, Tat transport -9, HTR5A inv ag -13, DAGLB inhibitor 3 and Ecoli viability 2.2.
COC(=O)C1=C(C)Nc2nnnn2C1c1cccs1 (stereo not given) was read as PKA-R1A act -2, CDK5 inh -1.7, phage Ecoli inh 3.2, HTR5A ag 4, SUMO Mot1 rescue 10, AddAB inh 1.9, PKA-R2B act -1, Tat transport -7, HTR5A inv ag 5, DAGLB inhibitor -3 and Ecoli viability 0.8.
`Cc1ccc(C(C)C)c(OCC(=O)NNC2=CC(=O)CC(C)(C)C2)c1` gave PKA-R1A act 8, CDK5 inh -4.8, phage Ecoli inh 0.3, HTR5A ag 0, SUMO Mot1 rescue -16, AddAB inh 0.9, PKA-R2B act -2, Tat transport 5, HTR5A inv ag -19, DAGLB inhibitor -4 and Ecoli viability -2.0.
For CSc1cccc(NC(=S)NC(=O)c2cccnc2)c1 the results were PKA-R1A act -4, CDK5 inh -2.9, phage Ecoli inh 2.4, HTR5A ag 1, SUMO Mot1 rescue 7, PKA-R2B act 6, Tat transport 3, HTR5A inv ag -3 and DAGLB inhibitor -2.
For Cc1ccc(C(=O)Nc2ccc3c(c2)OCCO3)cc1S(=O)(=O)N1CCOCC1 the results were PKA-R1A act -4, CDK5 inh 1.0, phage Ecoli inh 0.2, HTR5A ag 1, SUMO Mot1 rescue 8, AddAB inh -0.4, PKA-R2B act -7, Tat transport -6, HTR5A inv ag -3, DAGLB inhibitor 2 and Ecoli viability -1.1.
COC(=O)CSc1nnc(CNC(=O)c2ccc(S(=O)(=O)N3CCOCC3)cc2)n1C was read as PKA-R1A act -5, CDK5 inh -0.9, phage Ecoli inh 6.8, HTR5A ag -4, SUMO Mot1 rescue 7, AddAB inh -0.3, PKA-R2B act -2, Tat transport 14, HTR5A inv ag -5, DAGLB inhibitor -1 and Ecoli viability 0.9.
Screening COC(=O)c1[nH]c2cc(C)ccc2c1NC(=O)CN1CCCc2ccccc21 returned PKA-R1A act 4, CDK5 inh -1.1, phage Ecoli inh 0.7, HTR5A ag 7, SUMO Mot1 rescue -6, AddAB inh 3.2, PKA-R2B act -1, Tat transport 7, HTR5A inv ag -3, DAGLB inhibitor 4 and Ecoli viability -0.2.
For CCOC(=O)C1(C(=O)OCC)NC(=O)CC1C(C)C (stereo not given) the results were PKA-R1A act -2, CDK5 inh 1.7, phage Ecoli inh -1.0, HTR5A ag 2, PKA-R2B act 2, Tat transport 4, HTR5A inv ag -6 and DAGLB inhibitor 1.
COc1ccccc1Nc1nnc(SCC(=O)N2CCCC2)s1 was read as PKA-R1A act -13, CDK5 inh 0.4, phage Ecoli inh 1.8, HTR5A ag -1, SUMO Mot1 rescue 1, AddAB inh 1.6, PKA-R2B act -2, Tat transport 0, HTR5A inv ag -9, DAGLB inhibitor 3 and Ecoli viability 1.2.
O=C(c1cccnc1)N1CCN(c2ccc([N+](=O)[O-])cc2Cl)CC1 was read as PKA-R1A act -1, CDK5 inh 0.8, phage Ecoli inh 1.4, HTR5A ag -4, SUMO Mot1 rescue 166, AddAB inh 2.9, PKA-R2B act -2, Tat transport -4, HTR5A inv ag 10, DAGLB inhibitor 0 and Ecoli viability -1.7.
Screening CCc1nc2c(oc3ccccc32)c(=O)[nH]1 returned PKA-R1A act 0, CDK5 inh -2.6, phage Ecoli inh 2.7, HTR5A ag 1, SUMO Mot1 rescue -14, AddAB inh 1.1, PKA-R2B act -3, Tat transport -2, HTR5A inv ag -27, DAGLB inhibitor -1 and Ecoli viability 3.5.
Screening O=c1cc(-c2ccc(O)cc2)oc2c1ccc1ccccc12 returned PKA-R1A act -17, CDK5 inh -3.1, phage Ecoli inh 0.8, HTR5A ag 1, SUMO Mot1 rescue 0, AddAB inh 1.3, PKA-R2B act -8, Tat transport -5, HTR5A inv ag -2, DAGLB inhibitor -1 and Ecoli viability 0.9.
Screening Cn1nc(C(=O)NC2CCCN(Cc3ccccc3F)C2)c2ccccc2c1=O (stereo not given) returned PKA-R1A act 3, CDK5 inh 0.3, phage Ecoli inh 0.1, HTR5A ag -6, SUMO Mot1 rescue 229, AddAB inh -1.2, PKA-R2B act 4, Tat transport 1, HTR5A inv ag 16, DAGLB inhibitor -1 and Ecoli viability -0.5.
For Cc1ccc(-c2nc3ccccc3c(=O)n2NC(=O)COc2ccccc2)cc1 the results were PKA-R1A act -14, CDK5 inh -2.0, phage Ecoli inh 3.4, HTR5A ag -1, SUMO Mot1 rescue 10, AddAB inh 0.1, PKA-R2B act -3, Tat transport -3, HTR5A inv ag 2, DAGLB inhibitor 0 and Ecoli viability -0.1.
`CCCC1Cc2c(sc(N)c2C#N)CO1` (stereo not given) gave PKA-R1A act -6, CDK5 inh 0.8, phage Ecoli inh 4.5, HTR5A ag -1, SUMO Mot1 rescue -2, AddAB inh 2.3, PKA-R2B act -9, Tat transport -2, HTR5A inv ag -3, DAGLB inhibitor 1 and Ecoli viability -0.6.
For CC(=O)C1=C(O)C(=O)N(c2ccc(S(N)(=O)=O)cc2)C1c1cccc([N+](=O)[O-])c1 (stereo not given) the results were PKA-R1A act 8, CDK5 inh 0.6, phage Ecoli inh -0.5, HTR5A ag 3, SUMO Mot1 rescue -10, AddAB inh -1.5, PKA-R2B act 3, Tat transport 0, HTR5A inv ag 16, DAGLB inhibitor 4 and Ecoli viability 1.5.
Screening CC(=O)N1CCN(C(=O)c2ccccc2NS(=O)(=O)c2ccc(F)cc2)CC1 returned PKA-R1A act -11, CDK5 inh -1.1, phage Ecoli inh 1.1, HTR5A ag -3, SUMO Mot1 rescue -1, AddAB inh 0.9, PKA-R2B act -12, Tat transport -6, HTR5A inv ag 7, DAGLB inhibitor -3 and Ecoli viability 0.9.
For COC(=O)c1cc(NC(=O)COC(=O)CN2C(=O)C3CC=CCC3C2=O)cc(C(=O)OC)c1 (stereo not given) the results were PKA-R1A act -3, CDK5 inh -0.4, phage Ecoli inh -0.5, HTR5A ag -10, PKA-R2B act -2, Tat transport -7, HTR5A inv ag 26 and DAGLB inhibitor -1.
Screening CN=C1N(C)C[C@@H]2[C@@H]3C(=O)N(C)C(=O)[C@@H]3[C@](Cc3ccccc3)(C(=O)OC)N12 returned PKA-R1A act 0, CDK5 inh 2.3, HTR5A ag -1, AddAB inh 0.2, PKA-R2B act 13, Tat transport -4, HTR5A inv ag 4, DAGLB inhibitor -3 and Ecoli viability -0.2.
For COc1ccc(C)cc1S(=O)(=O)N1CCC(C(=O)NCCc2ccccc2)CC1 the results were PKA-R1A act 7, CDK5 inh 0.4, phage Ecoli inh 2.4, HTR5A ag 2, SUMO Mot1 rescue 413*, AddAB inh -2.4, PKA-R2B act -7, Tat transport -1, HTR5A inv ag -19, DAGLB inhibitor -1 and Ecoli viability -1.7.
`Cc1cccc(-n2ccnc2CN2CCN(C3CCCC3)C(CCO)C2)c1` (stereo not given) gave PKA-R1A act -6, CDK5 inh 0.7, phage Ecoli inh -0.3, HTR5A ag -5, SUMO Mot1 rescue -33, AddAB inh -3.4, PKA-R2B act 3, Tat transport -3, HTR5A inv ag 12, DAGLB inhibitor -1 and Ecoli viability -0.2.
`Cc1ccc(NC(=O)CNc2ccccc2N2CCCC2=O)cc1S(=O)(=O)N1CCCCC1` gave PKA-R1A act -3, CDK5 inh 0.9, phage Ecoli inh 0.1, HTR5A ag 1, SUMO Mot1 rescue -8, AddAB inh 0.9, PKA-R2B act -2, Tat transport -2, HTR5A inv ag 1, DAGLB inhibitor 1 and Ecoli viability -0.2.
Screening O=C(/C=C/c1cccc([N+](=O)[O-])c1)NCc1ccco1 returned PKA-R1A act -4, CDK5 inh 1.6, phage Ecoli inh 0.9, HTR5A ag 6, SUMO Mot1 rescue -19, AddAB inh 1.7, PKA-R2B act -4, Tat transport -9, HTR5A inv ag -21, DAGLB inhibitor 0 and Ecoli viability -2.3.
Screening Cc1ccc(NCC(=O)N/N=C/c2cc3ccccc3nc2Cl)cc1 returned PKA-R1A act -7, CDK5 inh 0.2, phage Ecoli inh 3.0, HTR5A ag -1, SUMO Mot1 rescue 9, AddAB inh 0.6, PKA-R2B act 3, Tat transport 3, HTR5A inv ag -11, DAGLB inhibitor -3 and Ecoli viability -1.0.
For Cc1noc(C)c1COc1ccccc1C(=O)N1CCN(S(=O)(=O)c2ccc(F)c(F)c2)CC1 the results were PKA-R1A act -6, CDK5 inh 0.3, phage Ecoli inh 1.6, HTR5A ag 0, PKA-R2B act 0, Tat transport 1, HTR5A inv ag -1 and DAGLB inhibitor 0.
For CCN1C(=O)[C@H]2[C@@H](c3ccccc3)N3C(=O)N(c4cccc(F)c4)C(=O)[C@@]3(CC(C)C)[C@H]2C1=O the results were PKA-R1A act 1, CDK5 inh -0.4, HTR5A ag 0, SUMO Mot1 rescue -10, AddAB inh 2.7, PKA-R2B act -12, Tat transport -1, HTR5A inv ag 11, DAGLB inhibitor 0 and Ecoli viability 0.7.
Screening N#Cc1ccsc1NC(=O)C1CCN(C(=O)c2ccc(Cl)cc2)CC1 returned PKA-R1A act -1, CDK5 inh 0.3, phage Ecoli inh 1.6, HTR5A ag 8, SUMO Mot1 rescue 10, AddAB inh -2.2, PKA-R2B act -8, Tat transport 8, HTR5A inv ag -21, DAGLB inhibitor 2 and Ecoli viability -1.5.
For Cc1ccc(NC(=O)COC(=O)CNC(=O)c2cccs2)cc1S(=O)(=O)N1CCOCC1 the results were PKA-R1A act 3, CDK5 inh -1.7, phage Ecoli inh -1.1, HTR5A ag 0, PKA-R2B act -4, Tat transport -4, HTR5A inv ag 0 and DAGLB inhibitor 0.

From PubChem BioAssay
